KLK7 zymogen act: proKLK7 zymogen activators, primary screen, biochemical, fluorescence intensity; AID 652039, 2013; hit rate 0.9% among 370,000; purified proKLK7, EDANS-DABCYL substrate fluorescence; 100% is mature enzyme control, 0% vehicle; activation, % at 7 µM;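 active = activation above the mean of all tested compounds plus 3 SD, computed per campaign excluding outliers beyond control limits, cut at about 13% in these data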
sPLA2-III inh: human group III sPLA2 inhibitors, primary screen, biochemical, QFRET, BODIPY PC-A2 liposome substrate; Group 3 secretory phospholipase A2 (Homo sapiens), Q9NZ20; QFRET BODIPY PC-A2 liposome hydrolysis, fluorescence; inhibition, % at 12.2 µM; hit rate 0.56% among 370,000;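 active = inhibition above mean plus 3 SD of compounds lying within the high and low control bounds, cut at about 19% in these data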;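 note: 0% = median of test compound wells and 100% = no enzyme DMSO wells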
Target sequence (Q9NZ20 whole entry, looked up): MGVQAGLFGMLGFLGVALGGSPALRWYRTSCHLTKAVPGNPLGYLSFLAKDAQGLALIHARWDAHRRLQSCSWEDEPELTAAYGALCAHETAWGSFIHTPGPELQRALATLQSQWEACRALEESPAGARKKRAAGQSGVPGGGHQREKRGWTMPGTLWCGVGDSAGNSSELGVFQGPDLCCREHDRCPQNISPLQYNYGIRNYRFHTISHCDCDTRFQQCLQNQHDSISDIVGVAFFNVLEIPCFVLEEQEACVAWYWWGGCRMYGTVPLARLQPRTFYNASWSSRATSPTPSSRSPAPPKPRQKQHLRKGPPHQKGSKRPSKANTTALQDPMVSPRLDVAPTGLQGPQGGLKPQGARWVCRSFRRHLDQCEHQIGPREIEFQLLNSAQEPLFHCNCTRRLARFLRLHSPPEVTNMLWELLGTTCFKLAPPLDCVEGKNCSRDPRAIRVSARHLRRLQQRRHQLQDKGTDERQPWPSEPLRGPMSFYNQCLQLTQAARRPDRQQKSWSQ
PLC-beta3 inh: human PLC-beta3 inhibitors, primary screen, biochemical, fluorescence; 1-phosphatidylinositol 4,5-bisphosphate phosphodiesterase beta-3 (Homo sapiens), Q01970; Purified PLC-beta3, fluorogenic substrate; inhibition, % at 12.2 µM; hit rate 0.18% among 370,000; in the data active = inhibition above about 11%;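 note: 0% = median of compound wells on plate and 100% = full blocker control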
UHRF1 binding: UHRF1 methylated DNA binding inhibitors, primary screen, counter-screen for MBD2 inhibitor project, biochemical, TR-FRET, human UHRF1, single concentration; E3 ubiquitin-protein ligase UHRF1 (Homo sapiens), Q96T88; UHRF1 binding to methylated oligo; inhibition, % at 4.4 µM; hit rate 0.75% among 370,000; in the data active = inhibition above about 21%;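 note: UHRF1 SRA domain binding a hemimethylated CpG hairpin DNA probe; 0% = median of test compound wells and 100% = reference inhibitor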
Tn7 DDE FP: inhibitors of Tn7 peptide binding to fibrin DD(E), primary screen, biochemical, fluorescence polarization, human fibrin, Tn7 probe. hit rate 0.13% among 370,000. Fibrinogen beta chain (Homo sapiens), P02675. inhibition, % at 8.3 µM. FP displacement of FITC-Tn7 peptide from fibrin DD(E); 0% = median of compound wells per plate;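 active = inhibition above the mean of compounds falling within the control limits plus 3 SD of them, cut at about 14% in these data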;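 note: 0% = plate median of compound wells and 100% = 10 µM Aha-Tn7 peptide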
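Test system – human fibrin DD(E) · Times – 10 min preincubation, 3 h with tracer, room temperature · Detection – fluorescence polarization of the labelled Tn7 tracer · Measure – percent inhibition normalized to high-control wells · Benchmarks – high control wells with 10 µM unlabelled Aha-Tn7 peptide (full inhibition) · Repeats – singlicate testing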
Rev-erbA mod: modulators of Rev-erb alpha DNA binding, primary screen, biochemical, FITC-DNA, fluorescence polarization, uHTS; Nuclear receptor subfamily 1 group D member 1 (Homo sapiens), P20393; AID 1259318, 2017; hit rate 0.79% among 370,000; Rev-erbα–FITC-DNA binding, 90 min; activity, % at 10 µM;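 active = activity above about 14%, limit read from the data; passing the limit was not always enough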;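 note: 0% = DMSO wells with 35 nM protein and 100% = DMSO wells with 750 nM protein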
Target sequence (P20393 whole entry, looked up): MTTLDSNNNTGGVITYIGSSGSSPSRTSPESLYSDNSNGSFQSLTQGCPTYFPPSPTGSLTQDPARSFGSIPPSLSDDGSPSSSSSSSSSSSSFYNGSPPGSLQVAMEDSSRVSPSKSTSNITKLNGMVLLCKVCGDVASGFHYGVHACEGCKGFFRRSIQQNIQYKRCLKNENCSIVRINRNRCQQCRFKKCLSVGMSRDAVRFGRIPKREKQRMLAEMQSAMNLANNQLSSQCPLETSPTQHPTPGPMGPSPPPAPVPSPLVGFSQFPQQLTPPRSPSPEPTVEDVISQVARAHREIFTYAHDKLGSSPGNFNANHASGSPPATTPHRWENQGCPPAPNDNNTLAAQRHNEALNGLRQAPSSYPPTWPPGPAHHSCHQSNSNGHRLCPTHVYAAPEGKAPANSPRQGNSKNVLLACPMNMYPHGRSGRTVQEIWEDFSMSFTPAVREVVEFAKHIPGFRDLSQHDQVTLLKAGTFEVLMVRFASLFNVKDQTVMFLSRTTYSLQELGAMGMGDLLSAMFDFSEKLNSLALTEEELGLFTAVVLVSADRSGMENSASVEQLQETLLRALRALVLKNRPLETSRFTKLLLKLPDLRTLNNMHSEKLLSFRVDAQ
ARFGAP1 inh: inhibitors of rat ARFGAP1 GAP activity, primary screen, biochemical, fluorescence polarization, GDP tracer | ADP-ribosylation factor GTPase-activating protein 1 (Rattus norvegicus), Q62848 | Arfgap1-stimulated ARF1 GTP hydrolysis, GDP FP detection | inhibition, % at 16.5 µM | hit rate 0.26% among 360,000;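 active = inhibition above a per-plate limit, mean inhibition of low control wells plus 3 SD, cut at about 25% in these data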;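 note: 0% = DMSO wells with enzyme and 100% = wells lacking Arfgap1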
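Material: rat Arfgap1 GAP domain (His6, aa 1-136), purified enzyme. Also added: human ARF1(Δ1-17)-GTP substrate. Compound dosing: 16.5 µM single point, 1.26% DMSO. Timing: enzyme reaction 120 min at 25 °C after 20 min preincubation. Signal: GDP detection by fluorescence polarization. Read-out basis: percent inhibition of GAP-stimulated GDP formation, scaled between DMSO and no-Arfgap1 medians.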
ASAP1 inh: inhibitors of human ASAP1 ArfGAP activity, primary screen, biochemical, fluorescence polarization | Arf-GAP with SH3 domain, ANK repeat and PH domain-containing protein 1 (Homo sapiens), … | ASAP1-stimulated ARF1 GTP hydrolysis, GDP FP detection | inhibition, % at 16.5 µM | hit rate 0.19% among 360,000 | AID 624377, 2012; in the data active = inhibition above about 25%;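 note: 0% = vehicle with enzyme and substrate and 100% = no enzyme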
Tn6 DDE FP: inhibitors of Tn6 peptide binding to fibrin DD(E), primary screen, biochemical, fluorescence polarization, human fibrin, Tn6 probe | Fibrinogen beta chain (Homo sapiens), P02675 | Fibrin DD(E) TRITC-Tn6 fluorescence polarization displacement | inhibition, % at 8.3 µM | hit rate 0.21% among 370,000;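 active = inhibition above a per-campaign cutoff: mean of compounds within control limits plus 3 SD, cut at about 15% in these data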;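 note: 0% = median of all compound wells on the plate and 100% = blocking peptide control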
PLC-gamma1 inh: PLC-gamma1 enzyme inhibitors, primary screen, biochemical, fluorescence, purified enzyme; 1-phosphatidylinositol 4,5-bisphosphate phosphodiesterase gamma-1 (Homo sapiens), P19174; fluorogenic substrate; inhibition, % at 12.2 µM; hit rate 0.84% among 370,000; AID 720700, 2013; in the data active = inhibition above about 9.5%
Numbers without * were called inactive; i = inactive; · = not tested or not shown.

SMILES	KLK7 zymogen act	sPLA2-III inh	PLC-beta3 inh	UHRF1 binding	Tn7 DDE FP	Rev-erbA mod	ARFGAP1 inh	ASAP1 inh	Tn6 DDE FP	PLC-gamma1 inh
O=c1c2ccccc2cnn1Cc1n[nH]c(=S)n1C1CC2CCC1C2 (stereo unspecified)	-0.2	26*	-5	4	8	4	-8	4	-9	1
O=C(c1ccc2c(c1)OCO2)C1CCCN(C(=O)C2CCOCC2)C1 (stereo unspecified)	-0.2	14	-5	10	-4	0	18	6	-11	-4
CC(=O)Oc1ccc(Cl)cc1CN(C(C)=O)C1CCCCC1	-0.3	0	-2	-2	8	9	-4	8	2	2
Cc1ccc2c(C)cc(=S)[nH]c2c1	-0.8	6	-5	-4	-10	1	5	-1	-2	0
CCOC(=O)c1ccc(NC(=O)CN2CCN(c3ccccc3)CC2)cc1	0.3	2	-2	0	1	1	1	6	2	-2
O=C(Nc1cccnc1)c1ccc(COc2ccccc2Br)cc1	0.2	-6	-9	0	0	3	12	4	-6	2
COc1ccc(Cc2nnc(SCC(=O)Nc3cc(Cl)ccc3OC)[nH]c2=O)cc1	0.4	-7	-1	3	3	-5	12	10	-6	0
Cc1cc2c(c(=O)n1CCN(C)C)C(c1ccncc1)C(C#N)=C(N)O2 (stereo unspecified)	0.4	3	0	0	1	0	7	-8	-3	-4
Cc1ccc(CC2CC(=O)N(c3nc4ccccc4s3)C2=O)cc1 (stereo unspecified)	-0.1	-6	-6	3	-3	2	3	-10	-2	1
Cc1ccc(S(=O)(=O)N2CCOCC2)cc1NC(=O)COC(=O)CNC(=O)c1ccc(C(C)(C)C)cc1	0.2	-29	1	-4	6	-1	9	-14	-4	2
COC(=O)[C@@H](NC(=O)NC(C)CCc1ccccc1)C(C)C (stereo partly specified)	-0.8	2	4	1	-7	-1	2	1	-1	4
Cc1ccc(-c2ccc(/C=N/NC(=S)Nc3ccccc3)o2)cc1[N+](=O)[O-]	-0.8	8	-1	-7	-4	0	2	2	-7	9.7*
CC(C)(C)CC(=O)NC(=S)NCc1ccccc1	0.0	5	-5	-1	5	0	0	-14	7	-1
COc1ccc2[nH]c(=O)c(CNc3ccccc3C)cc2c1	2.8	-3	-210	-10	-3	1	3	14	-5	-153
O=C(CNC(=O)c1ccccn1)N/N=C/c1ccccc1	-0.1	-4	2	-2	1	-1	-4	1	1	2
COc1ccc(N(CC(=O)Nc2cccc(C)c2)S(=O)(=O)c2ccc(C)cc2)cc1OC	0.9	-4	-3	-1	0	2	12	-14	0	3
CCC(CO)Nc1cccc2c1S(=O)(=O)N(Cc1cn(Cc3ccc(C(F)(F)F)cc3)nn1)Cc1ccccc1O2 (stereo unspecified)	0.1	-6	-7	9	6	-4	·	·	0	-7
CC1CCN(CCOc2ccc(C(=O)c3ccccc3)cc2)CC1	0.0	-8	-1	0	5	3	-6	-1	4	6
COc1ccc(/C=N/NC(=O)c2ccc(Cn3cc([N+](=O)[O-])cn3)o2)cc1O	0.9	3	-1	-2	-4	-1	-2	2	-2	-2
Cc1ccc(C2=CC(c3ccccc3)n3ncnc3N2)c(C)c1 (stereo unspecified)	3.1	-13	-24	0	-2	0	1	2	-15	-19
Nc1n[nH]c(CO)n1	0.3	2	-3	1	2	-3	11	-2	-9	1
Cc1ccc(CNC(=O)c2ccccc2SCC(=O)NCC2CCCCC2)cc1	-0.6	-6	3	-2	-14	-6	12	14	0	1
CNC(=O)C1CC(=O)N(c2ccc(OCC(=O)Nc3ccc(OC)cc3)cc2)C1 (stereo unspecified)	-0.3	-5	-2	-1	0	0	11	-5	2	3
FC(F)(F)c1cnc(/C=C/Nc2ccccc2Cl)c(Cl)c1	0.1	2	6	6	-2	-1	12	-9	-6	2
COc1ccc(C(=O)C2CCCN(Cc3ccc4nonc4c3)C2)cc1OC (stereo unspecified)	-0.1	-1	-4	1	0	-1	2	5	-2	-1
CC12COC3(C(=O)Nc4ccc(F)cc4)CC1CCC32C (stereo unspecified)	-0.2	15	-64	4	11	-5	6	11	4	0
CC(=O)N1CCN(CC(=O)Nc2ccc(C)c(F)c2)CC1	-0.2	-1	-5	-2	2	-6	2	-1	4	0
CCOC(=O)NC(=O)CSc1nc(C)cc(C)c1C#N	99*	6	-195	0	0	3	0	1	2	-192
CN(C(=O)c1ccccn1)c1nnc(-c2cccnc2)s1	3.4	-2	5	5	11	-6	-2	8	4	2
COc1ccc(/C=N/NC(=O)c2cnccn2)cc1O	0.4	-4	4	-1	-10	-3	-3	12	5	4
CCN(C(=O)CSc1nc2nc(C)cc(C)n2n1)c1cccc(C)c1	0.1	-1	4	-2	-5	3	3	-11	-2	0
COC(=O)c1ccc(C(=O)OC)c(NC(=S)N2CCCC(CO)C2)c1 (stereo unspecified)	6.9	0	-198	1	-1	2	-8	-9	0	-133
COc1ccc(Oc2coc3cc(O)ccc3c2=O)cc1	4.0	0	-419	1	1	5	-5	14	-5	-345
COC(=O)C12C=C3CC(c4ccc(OC)cc4)=C3C(=O)N1Cc1[nH]c3ccccc3c1C2 (stereo unspecified)	-0.1	-5	-48	4	0	8	·	·	-3	-32
CC(C)NC(=O)COc1ccc(/C=N/NS(=O)(=O)c2ccccc2)cc1	-0.1	-7	0	0	-3	4	-2	-1	3	-1
COc1ccc(C(=O)N(c2c(C)cccc2C)C(COC(C)=O)COC(C)=O)cc1	0.6	1	0	1	-3	-6	14	-1	-7	2
CC1(C)Cc2c(sc(NC(=O)Cc3ccccc3)c2C#N)C(C)(C)N1	0.4	4	2	4	-5	1	-15	-13	3	-1
S=C(Nc1cccc2ccccc12)Nc1cccc2ccccc12	-12	10	-82	-3	-5	-9	10	-3	1	-61
COc1ccc(-c2csc(C(C)(O)c3cccc(F)c3)n2)cc1OC (stereo unspecified)	-0.1	-6	-1	0	2	4	1	-2	7	-2
Cc1ccc(-c2nc(C=Nc3ccc(O)cc3)c(O)o2)cc1	-0.4	-16	-43	-3	-1	-5	7	2	0	-35
CC(C)C(C)NC(=O)COc1ccc(Sc2ccc(OCC(=O)NC(C)C(C)C)cc2)cc1 (stereo unspecified)	0.4	-13	3	-2	-1	5	6	6	-3	2
Cc1ccc(C2=NN(C(=O)CCC(=O)O)C(c3cccs3)C2)cc1 (stereo unspecified)	-0.6	6	-8	-2	-5	3	4	-8	-4	0
Cc1ccc(C2N(C)C(=O)c3ccccc3N2C)cc1 (stereo unspecified)	12	-1	-446	0	4	4	2	7	3	-253
CC1CC1C(=O)OCC(=O)Nc1ccc(N=Nc2ccccc2)cc1 (stereo unspecified)	-0.3	-11	4	0	3	-2	5	4	0	5
Cc1ccc(-c2csc(NC(=O)C[n+]3cc(-c4ccccc4)n4c3CCC4)n2)cc1	0.2	-18	-1	2	-3	0	12	1	-6	8
CCN(CC)C(=O)c1[nH]cnc1C(=O)N[C@@H](C)C(=O)OC(C)(C)C	0.0	5	4	-3	0	-1	13	-3	0	6
COc1ccccc1NS(=O)(=O)c1ccc(O)c(C(=O)OCC(=O)Nc2ccccc2F)c1	-1.3	-9	-2	3	0	1	5	-3	-3	2
Cc1csc(SCc2nnc(-c3ccc(Cl)cc3)o2)n1	0.3	-10	2	-1	2	-5	1	3	3	2
N#Cc1cc(-c2ccccc2)oc1NC(=O)c1ccco1	-0.3	-12	-5	0	1	-3	7	6	1	-3
CCOC(=O)c1ccc(Nc2cc3ccccc3c(=O)[nH]2)cc1	-0.8	-2	-149	-4	3	-9	26*	29*	6	-98

Part of the list above, with two lines to a compound:
Value order – KLK7 zymogen act | sPLA2-III inh | PLC-beta3 inh | UHRF1 binding | Tn7 DDE FP | Rev-erbA mod | ARFGAP1 inh | ASAP1 inh | Tn6 DDE FP | PLC-gamma1 inh
> N#Cc1cc(-c2ccccc2)oc1NC(=O)c1ccco1
 : -0.3 | -12 | -5 | 0 | 1 | -3 | 7 | 6 | 1 | -3
> CCOC(=O)c1ccc(Nc2cc3ccccc3c(=O)[nH]2)cc1
 : -0.8 | -2 | -149 | -4 | 3 | -9 | 26* | 29* | 6 | -98

The list goes on:
SMILES	KLK7 zymogen act	sPLA2-III inh	PLC-beta3 inh	UHRF1 binding	Tn7 DDE FP	Rev-erbA mod	ARFGAP1 inh	ASAP1 inh	Tn6 DDE FP	PLC-gamma1 inh
CCN1C(=O)c2cccc3c(S(=O)(=O)N(C)C)ccc1c23	65*	-9	i	-5	1	6	-11	-2	8	i
COC(=O)c1cc2oc3ccccc3c2n1CC(=O)N1CCCc2ccccc21	-0.3	1	3	0	6	9	-5	-10	1	0
CC(C)C(=O)NC(=S)Nc1ccccc1N1CCN(C(=O)c2ccccc2)CC1	-0.3	3	-6	-1	2	4	-1	20	4	-1
Cc1ccccc1CN1CCN(c2nc3ccccc3s2)CC1	0.5	19	0	3	2	5	21	-4	-1	5
COC(=O)CCNC(=O)c1nn(Cc2ccccc2)c(=O)c2ccccc12	-0.1	-1	-3	1	-8	0	-11	8	3	0
Cc1ccc(C(=O)c2cc3c(cc2[N+](=O)[O-])OCCO3)cc1	0.7	3	-2	-2	4	-3	-2	-5	-1	2
COC(=O)c1ccccc1NC(=O)c1cc(C)no1	-0.1	0	-6	1	5	-1	2	1	-3	1
CCn1nnnc1SCC(=O)NC1CCCC1	-0.5	-1	4	1	-12	0	5	-8	-4	0
COC(=O)[C@]12CCCCC=C1N(Cc1ccccc1)C(=O)[C@H](CC(=O)NCC1CCCCC1)C2	0.9	-7	6	-2	4	-3	-4	-1	4	1
Cc1cc(C)cc(N(CC(=O)NC2CCCC2)S(=O)(=O)c2c(C)[nH]c(=O)[nH]c2=O)c1	-0.3	1	6	2	3	0	5	-8	5	11*

Looked up above:
sPLA2-III inh result of `Cc1ccc(C(=O)c2cc3c(cc2[N+](=O)[O-])OCCO3)cc1` is entered as 3
ASAP1 inh result of `CCn1nnnc1SCC(=O)NC1CCCC1` is entered as -8
PLC-beta3 inh result of `COC(=O)c1ccccc1NC(=O)c1cc(C)no1` is entered as -6
sPLA2-III inh result of `CCN1C(=O)c2cccc3c(S(=O)(=O)N(C)C)ccc1c23` is entered as -9

High-throughput results: PubChem, several laboratories
